Compound activity deposited in PubChem by National Center for Advancing Translational Sciences (NCATS).
IDH1 R132H inh: inhibitors of human mutant IDH1 R132H; O75874; 0.093% of 390,000 active; IDH1-R132H enzyme, NADPH consumption, diaphorase/resazurin fluorescence; AID 602179; Potency, µM (highest dose often 76.6 µM), inactives show at the top dose activity change, negative = inhibition, usual class: inhibitors; also: potency is read from the fitted curve at half-maximal effect; % is scaled to controls: 0 for no effect and ±100 for the full control effect; nearly all actives have a fitted effect of over 65% in size
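IDH1-R132H (0.5 ug/mL) preincubated 30 min with compound, then NADPH (0.016 mM) and alpha-KG (2 mM) added; 80 min at RT, pH 7.5. Remaining NADPH coupled via diaphorase/resazurin to fluorescence (540/590 nm); concentration-response curves normalized to no-enzyme control.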
PI4K2A block: PI4K2A (human) kinase inhibition | Q9BTU6 | purified PI4K2A, ADP-Glo luminescence, 1 h; hits give low values | activity change, negative = inhibition, % at 76.9 µM | 0.13% of 420,000 active | AID 1346378; in the data active = activity change below about -50%; inconclusive = mostly about -30% to -49%;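 also: -100% = wells without enzyme as full effect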
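Compounds are screened against recombinant PI4K2A using PI as substrate and ATP, the latter dispensed at 300 microM. Reactions run one hour at ambient temperature before ADP-Glo detection; full inhibition defined by wells lacking enzyme.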
TRHR PAM: TRH receptor (human) allosteric enhancement | 0.66% of 360,000 active | P34981 | enhancement, % at 2 µM | AID 493056 | TRHR cells, fluo-8 calcium fluorescence, EC20 TRH enhancement; in the data active = enhancement above about 30%; also: 0% is about no effect
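Enhancer read-out: after compound pinning and an initial kinetic agonist-mode read, an EC20 of TRH (10 nM final) was injected and fluo-8 calcium signal (Ex 480/Em 530) followed at 1 s/cycle for 100 cycles in TRHR-expressing cells.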
USP1-UAF1 inh: inhibitors of human USP1/UAF1 deubiquitinase; O94782; recombinant USP1/UAF1, Ub-Rhodamine cleavage fluorescence; Potency, µM (series often up to 57.1 µM), for inactives: top-dose activity change, negative = inhibition, usual class: inhibitors; 0.23% of 390,000 active; also: potency is read from the fitted curve at half-maximal effect; % is scaled to controls: 0 for no effect and ±100 for the full control effect; nearly all actives have a fitted effect of over 60% in size; inactives centre near -12
Target sequence (O94782 whole entry, looked up): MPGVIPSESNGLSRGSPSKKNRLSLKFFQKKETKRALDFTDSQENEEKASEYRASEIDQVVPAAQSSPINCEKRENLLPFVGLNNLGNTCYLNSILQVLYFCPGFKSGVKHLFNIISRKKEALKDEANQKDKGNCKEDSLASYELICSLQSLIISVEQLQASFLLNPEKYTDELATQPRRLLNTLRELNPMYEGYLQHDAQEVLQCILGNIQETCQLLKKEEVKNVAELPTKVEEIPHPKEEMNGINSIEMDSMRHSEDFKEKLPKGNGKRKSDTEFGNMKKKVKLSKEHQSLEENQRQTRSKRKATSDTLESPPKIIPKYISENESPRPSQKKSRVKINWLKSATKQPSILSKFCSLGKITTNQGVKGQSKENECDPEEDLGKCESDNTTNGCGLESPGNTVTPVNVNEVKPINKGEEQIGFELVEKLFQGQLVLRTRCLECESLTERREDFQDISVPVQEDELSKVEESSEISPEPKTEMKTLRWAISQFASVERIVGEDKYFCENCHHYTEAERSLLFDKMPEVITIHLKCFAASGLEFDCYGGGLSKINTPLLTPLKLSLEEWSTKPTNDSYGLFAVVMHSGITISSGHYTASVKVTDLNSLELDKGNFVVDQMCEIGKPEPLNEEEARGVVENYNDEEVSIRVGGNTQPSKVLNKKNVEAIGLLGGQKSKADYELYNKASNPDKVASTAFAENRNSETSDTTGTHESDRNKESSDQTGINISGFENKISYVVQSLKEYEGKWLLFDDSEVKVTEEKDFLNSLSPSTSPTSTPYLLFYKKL
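USP1/UAF1 complex at 1 nM was preincubated with compound for 15 min at room temperature, then Ub-Rho substrate (150nM final) was added. Fluorescence (480/540 nm) was read kinetically, 6 reads every 60 seconds.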
rTrxR1 inhibitor: rat TrxR1 inhibition; O89049; recombinant rTrxR1, NADPH fluorescence consumption, selenite substrate; Potency, µM (series often up to 114 µM), for inactives: top-dose activity change, negative = inhibition, most hits filed as inhibitors; 1% of 390,000 active; also: potency is read from the fitted curve at half-maximal effect; % is scaled to controls: 0 for no effect and ±100 for the full control effect; nearly all actives have a fitted effect of over 65% in size
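Rat TrxR1 (90 nM in the dispensed reagent) was pre-reduced with 400 uM NADPH for 5 min at room temperature, then incubated with compound for 15 min. After 400 uM selenite was added, NADPH fluorescence (Ex 340/Em 450 nm) was followed for 8 min.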
TrxR1 substrate: is turned over as a substrate by rat TrxR1. 0.01% of 390,000 active. AID 588456. purified TrxR1 substrate turnover, NADPH consumption readout. Potency, µM (highest dose often 114 µM), without a hit: at the highest dose activity change, negative = substrate turnover. O89049; also: potency is read from the fitted curve at half-maximal effect; % is scaled to controls: 0 for no effect and ±100 for the full control effect; nearly all actives have a fitted effect of over 50% in size
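Rat TrxR1, dispensed at 90 nM, was prereduced with 400 uM NADPH (final) for 5 min at ~22 deg C, then incubated with compound 15 min before 400 uM selenite. A first-read NADPH fluorescence drop versus no-compound background flagged substrates.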
TRHR ag: TRH receptor (human) agonism; AID 493084; activation, % at 2 µM; TRHR cells, calcium flux fluo-8, FDSS agonist mode; 0.18% of 360,000 active; in the data active = activation above about 30%; also: 0% is about no effect
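Steps: seed TRHR cells overnight; add fluo-8 no-wash Ca dye, RT 30 min–1.5 h; record 10 s baseline; pin-transfer compounds; monitor fluorescence 1 cycle/s for the agonist window. Calcium increases flag candidate agonists.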
D2 antagonist: antagonizes the human D2 dopamine receptor; P14416; HEK293 TREx D2 cells, calcium flux, dopamine EC80; inhibition, % at 10 µM; 2% of 340,000 active; in the data active = inhibition above about 30%; also: 0% is about no effect
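Tetracycline-induced HEK293 TREx cells expressing D2 receptor forced-coupled to calcium signalling, loaded with no-wash calcium dye. Compounds added and calcium flux read 180 s, then dopamine added at EC80 and read a further 180 s.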
D2 agonist: agonists of human D2 dopamine receptor. P14416. HEK293 T-REx D2 cells, calcium flux agonist mode. activation, % at 2 µM. 0.53% of 340,000 active;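 active = activation over 3 SD above normal in the single-dose calcium agonist read, cut at about 30% in these data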; also: 0% is about no effect
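Calcium-flux readout, 1 cycle/sec over 180 s following compound pin transfer, in inducible HEK293 Trex D2 cells (force-coupled); dopamine controls included. Positive calcium responses during this window marked compounds as potential agonists.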
* = called active by the depositor; ? = inconclusive; nt = no result given; & = joins results of further samples; [ ] = dose if it differs, or a comment. Unless noted, calls follow the shape of the dose curve; as a rule, active = well fitted inhibition curve with a large enough effect; inconclusive = small, poorly fitted or top-dose-only effect; inactive = no such curve, though single readings can be large or run the other way.

SMILES | IDH1 R132H inh | PI4K2A block | TRHR PAM | USP1-UAF1 inh | rTrxR1 inhibitor | TrxR1 substrate | TRHR ag | D2 antagonist | D2 agonist
CC(=O)NS(=O)(=O)c1ccccc1 | 5% | -1 | 2 | -2% | 14% | 8% | 0.3 | 7 | 0.4
COCCCn1c(=S)[nH]c(C)c(C)c1=O | -3% | -1 | 0 | 1% | 9%[57.1 µM] | 3%[57.1 µM] | 0.4 | 13 | -3.1
O=c1[nH]c2ccc(Cl)cc2[nH]1 | 6% | -1 | nt | -21% | 13%[57.1 µM] | 5%[57.1 µM] | nt | nt | nt
CCCC#CCN1CCN(C23CC4CC(CC(C4)C2)C3)CC1 | -3% | -4 | 5 | -16% | 10% | 2% | -0.6 | 18 | -1.1
CSc1nc(-c2ccco2)nn1C(=O)CCc1ccccc1 | -4% | -3 | -5 | -13% | ? | 1%[57.1 µM] | -0.3 | 10 | 0.0
Cc1cc2c([nH]c3ccccc32)c2c1OC(C)(C)C=C2 | 9% | -4 | -1 | -12% | 4% | -9% | 0.3 | 43* | 0.1
N#Cc1nc(N2CCCCC2)nc(N2CCOCC2)n1 | -2% | 15 | -2 | -12% | 14%&-9% | 4% | 0.4 | -19 | 0.2
CCc1ccc(NC(=O)c2ccc3c(O)c(S(=O)(=O)c4ccccc4)c(=O)[nH]c3c2)cc1 | -13% | -2 | 0 | 1% | 4% | -5% | 0.2 | nt | nt
NC(=O)c1cccc2c3c([nH]c12)CCCC3 | 11% | 29 | 8 | -26% | -24% | -1% | -1.0 | -6 | -0.2
Cc1ccc(CCNS(=O)(=O)c2ccc3c(c2)C(C(C)C)C(=O)N3)cc1 (stereo not given) | 9% | 0 | 4 | -28% | 35% | 5% | -1.4 | nt | nt
O=C(CN1C(=O)NC2(CCc3ccccc3C2)C1=O)NCC(F)(F)F (stereo not given) | -7% | -1 | 6 | -9% | -1% | -5% | 0.5 | 1 | 0.9
CC(C)(C)C(=O)Nc1cc2c3c(c1)CCC(=O)N3CCC2 | -1% | 0 | -3 | -11% | 10% | 2% | 0.0 | 12 | 1.1
CC1CCC(O)(C(C(=O)O)c2ccccc2)CC1 (stereo not given) | -6% | 3 | nt | -1% | 5% | -8% | nt | nt | nt
Cc1cnccc1CN(C)Cc1nc(Cc2ccccc2Cl)no1 | 4% | 5 | -1 | -6% | ? | 7%[57.1 µM] | -0.7 | nt | nt
Cc1ccccc1OCCCN1CCCC1 | 1% | 7 | nt | 0% | -3%[57.1 µM] | -2%[57.1 µM] | nt | nt | nt

Three records drawn at random from those above:
SMILES | IDH1 R132H inh | PI4K2A block | TRHR PAM | USP1-UAF1 inh | rTrxR1 inhibitor | TrxR1 substrate | TRHR ag | D2 antagonist | D2 agonist
CC(=O)NS(=O)(=O)c1ccccc1 | 5% | -1 | 2 | -2% | 14% | 8% | 0.3 | 7 | 0.4
COCCCn1c(=S)[nH]c(C)c(C)c1=O | -3% | -1 | 0 | 1% | 9%[57.1 µM] | 3%[57.1 µM] | 0.4 | 13 | -3.1
O=c1[nH]c2ccc(Cl)cc2[nH]1 | 6% | -1 | nt | -21% | 13%[57.1 µM] | 5%[57.1 µM] | nt | nt | nt

Other entries follow.
SMILES | IDH1 R132H inh | PI4K2A block | TRHR PAM | USP1-UAF1 inh | rTrxR1 inhibitor | TrxR1 substrate | TRHR ag | D2 antagonist | D2 agonist
CCc1ccc(Oc2coc3cc(OC(=O)c4cc5ccccc5oc4=O)ccc3c2=O)cc1 | 1% | 15 | 5 | -11% | -12% | -3% | -0.2 | 16 | -1.0
COc1ccccc1C(=O)CC(=O)C(=O)Nc1cccc([N+](=O)[O-])c1C | 0% | 3 | 2 | -18% | -21% | -6% | -0.5 | -7 | -1.8
CCn1ccnc1CN1CCCC(C(=O)c2ccc3c4c(cccc24)CC3)C1 (stereo not given) | 4% | 4 | -2 | -24% | ? | -4% | -0.1 | 7 | 0.4
CCCCn1c(N)c(N(CC(C)C)C(=O)c2oc3c(Cl)cccc3c2C)c(=O)[nH]c1=O | -8% | -2 | -3 | -17% | 10% | -3% | -0.2 | nt | nt
Nc1c(C(=O)Nc2ccccc2)nnn1-c1ccc2c(c1)OCCO2 | 1% | -5 | -4 | ? | 14% | 2% | 0.7 | -15 | 0.3
CCCOc1ccc(CNC(=O)CCCn2ncn3c(cc4sc(CC)cc43)c2=O)cc1 | -15% | -3 | 1 | -6% | 22% | 6% | -0.1 | nt | 0.1
O=C(CN1C(=O)NC2(CCCCC2)C1=O)NC1CCCc2ccccc21 (stereo not given) | 1% | -5 | 8 | -7% | -1% | -6% | -0.4 | -9 | 0.0
COc1ccc2nc(SCC(=O)c3ccco3)[nH]c2c1 | 6% | -3 | 1 | -3% | -9% | 2% | -0.1 | 4 | -0.3
COc1ccccc1CNC(=O)COc1ccc(Br)c(C)c1 | 7% | -2 | 3 | -10% | 14% | 1% | -0.9 | -4 | -0.6
O=C(Cn1nc(C(F)(F)F)c2c1CCCC2)Nc1ccc2c(c1)OCO2 | 0% | 5 | -2 | -20% | 11% | -2% | 0.4 | -6 | 0.5
CC(C)N1CCC(N2CCN(C3CCCCC3)CC2CCO)CC1 (stereo not given) | 6% | 2 | 1 | -8% | -8% | -6% | 1.4 | -18 | 0.9
O=C(Nc1ccc(Br)cc1F)c1sccc1-n1cccc1 | 4% | -2 | 5 | -9% | -6% | 9%[57.1 µM] | -0.5 | -1 | 0.2
Brc1ccc2oc(-c3ccn[nH]3)cc2c1 | 2% | -4 | 2 | -2% | 19%[11.4 µM] | 8%[57.1 µM] | 0.1 | -14 | 1.8
Cc1ccc(C)c(OCC(=O)N(Cc2nnc(-c3ccccc3Cl)o2)C2CC2)c1 | 8% | 1 | -7 | -23% | -4% | -9% | 1.4 | 33* | 1.9
CCCOC(=O)Cn1c(=O)c2cc3c(=O)n(CC(=O)OCCC)c(=O)c3cc2c1=O | 6% | -2 | 2 | -12% | 14% | 9% | 0.8 | -7 | 1.0
Cc1ccc(CN2CCCn3nc(C(=O)NCc4ccc(OC(C)C)cc4)cc3C2=O)cc1 | -6% | 0 | 3 | -25% | 5%[57.1 µM] | 2%[57.1 µM] | -1.3 | nt | 0.7
COc1cc(NS(C)(=O)=O)c(OC)cc1NC(=O)c1cccc(F)c1 | 19% | 6 | -3 | -17% | 16% | 10% | -1.0 | 15 | -1.8
CC(C)C(=O)Nc1ccc(C(=O)Nc2nnc(C(C)(C)C)s2)cc1 | 1% | 2 | 0 | -23% | 13%[57.1 µM] | 3%[57.1 µM] | 1.2 | -13 | 0.3
Cc1ccc(C2C(C#N)=C(N)Oc3n[nH]c(-c4cccnc4)c32)o1 (stereo not given) | 0% | ? | 4 | -14% | ? | -14% | -2.6 | -2 | 0.0
O=C(O)c1cn(-c2ccc(F)cc2)c2cc(Cl)c(F)cc2c1=O | -5% | 1 | 0 | -11% | 7% | -7% | 0.5 | -4 | 0.2
CN(C)c1ccc(/C=N/NC(=O)CN(c2cccc(Cl)c2)S(C)(=O)=O)cc1Br | -1% | -3 | -2 | -7% | 9%[57.1 µM] | 1%[57.1 µM] | 0.1 | 4 | 0.4
CCOC(=O)N1CCN(CC(=O)Nc2cc(C)nn2-c2nc3ccccc3s2)CC1 | 0% | 0 | -6 | -9% | 14% | -2%[57.1 µM] | 0.3 | 7 | 0.7
Cn1ccnc1SCC(=O)Nc1ccc(Cl)cn1 | -3% | -1 | 2 | -18% | 17% | 5% | -2.4 | 31* | -0.5
CCOC(=O)c1cc(C#N)c(SC)nc1-c1ccccc1 | 2% | 3 | -2 | -12% | 4%[57.1 µM] | 4%[57.1 µM] | -0.3 | -5 | 2.1
CCOC(=O)N1CCC(=NNC(=O)COc2ccc(C#N)cc2)CC1 | 2% | 1 | 10 | -3% | -11%[57.1 µM] | -3%[57.1 µM] | 0.6 | nt | nt
CCc1cc2c(=O)c(-c3nc4ccccc4n3C)coc2c(CN2CCCCC2C)c1O (stereo not given) | 1% | -5 | -3 | -13% | 3% | 9% | 0.0 | -3 | -1.2
Nc1c(N2CCCCC2)c(=O)[nH]c(=O)n1-c1ccccc1 | 5% | -1 | 2 | -14% | 11% | 5% | 0.4 | -3 | 1.2
COC(=O)c1ccccc1Sc1ncnc2onc(C)c12 | 6% | -8 | -1 | -8% | -41% | 13% | 0.6 | 3 | -0.4
C/C(=N\NC(=O)COc1cc(C)cc(C)c1)c1cccc(NC(=O)C2CCC2)c1 | -10% | 1 | -10 | -19% | 17% | -2% | 1.9 | -15 | 1.4
Cc1cc(C)c(S(=O)(=O)N2CCN(C(=O)c3ccc(-n4cncn4)c([N+](=O)[O-])c3)CC2)c(C)c1 | 0% | -14 | -2 | 3% | -4% | -6% | 1.6 | -2 | 1.1
COc1ccc(C(=O)NCC(=O)N2CCN(c3ccc(Cl)cc3)CC2)cc1 | 1% | 7 | -1 | -15% | 5% | -2% | -0.1 | -7 | 0.5
COc1ccc(S(=O)(=O)Nc2ccccc2C(N)=O)cc1OC | -20% | 1 | 1 | -23% | -11%[57.1 µM] | 1%[57.1 µM] | 0.1 | -4 | 1.7
CCCNC(=O)N1CCN(c2nc(C(C)C)c3c(c2C#N)CC(C)(C)OC3)CC1 | -6% | -1 | -2 | -19% | 25% | 20% | -1.1 | -5 | -2.4
O/N=C/c1cc(Br)cc(Br)c1OCc1ccccc1 | -5% | 13 | -1 | -25% | 5%[57.1 µM] | 2%[57.1 µM] | 0.1 | nt | nt
CC(NC(=O)C1CCCN(S(=O)(=O)c2cccs2)C1)c1ccccc1 (stereo not given) | 9% | -5 | 7 | -29% | -9% | -4% | -0.3 | -8 | 1.9
CCOc1ccc2nc(N(CCCN(C)C)C(=O)c3ccc4c(c3)CCCC4)sc2c1 | -6% | -4 | -3 | -2% | -3% | -8% | 1.1 | 6 | 2.9
COc1ccccc1NC(=O)Nc1ccnn1Cc1cccs1 | 5% | 3 | 7 | -5% | 15%[57.1 µM] | 13%[57.1 µM] | -0.7 | -3 | 0.0
